dFosB act = mouse delta FosB homodimer activation; P13346; purified delta FosB, TAMRA-CDK5 oligo fluorescence polarization; percent of positive-control signal above neutral wells; activation, % at 25 µM; 340,000 tested, 0.99% active;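 active means mean activation above about 17%, with every replicate also reaching it, limit read from the data, passing the limit was not always enough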;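 further: fluorescence polarization rise as delta FosB binds a TAMRA Cdk5 AP-1 oligo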
Keap1-Nrf2 PPI = disrupts human Keap1 binding to Nrf2 peptide; inhibition, % at 9.4 µM; Keap1 Kelch-Nrf2 peptide fluorescence polarization, 1536-well; 340,000 tested, 0.15% active; AID 504523; in the data active means inhibition above about 12%;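 further: human Keap1 Kelch domain with fluorescein labeled Nrf2 9mer peptide probe; 0% = neutral control wells and 100% = peptide positive control; higher means more block of Keap1 binding to Nrf2 peptide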
Target sequence (Q14145 whole entry, looked up, the tested form may be a part): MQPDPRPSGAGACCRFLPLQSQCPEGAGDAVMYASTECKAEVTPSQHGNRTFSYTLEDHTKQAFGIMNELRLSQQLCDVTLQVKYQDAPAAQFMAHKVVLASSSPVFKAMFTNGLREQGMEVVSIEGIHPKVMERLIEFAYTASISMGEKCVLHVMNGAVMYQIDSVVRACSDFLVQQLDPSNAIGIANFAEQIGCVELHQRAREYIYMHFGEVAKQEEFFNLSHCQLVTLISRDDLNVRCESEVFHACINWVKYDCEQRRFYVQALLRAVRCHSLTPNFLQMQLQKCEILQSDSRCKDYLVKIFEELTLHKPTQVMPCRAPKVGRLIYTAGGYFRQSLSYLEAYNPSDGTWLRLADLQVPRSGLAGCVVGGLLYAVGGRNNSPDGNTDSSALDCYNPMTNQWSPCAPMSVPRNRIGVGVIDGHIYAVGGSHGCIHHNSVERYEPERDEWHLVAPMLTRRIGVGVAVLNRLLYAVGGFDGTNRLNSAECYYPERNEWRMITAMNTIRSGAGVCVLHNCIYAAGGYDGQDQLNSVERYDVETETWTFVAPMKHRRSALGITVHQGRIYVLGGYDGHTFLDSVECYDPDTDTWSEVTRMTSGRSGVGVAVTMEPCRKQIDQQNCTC
C-LANA FP = blocks KSHV LANA C-terminal domain binding to DNA; MBP-C-LANA/FAM-LBS DNA binding, fluorescence polarization; inhibition, % at 9 µM; 340,000 tested, 0.078% active; AID 504423;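 active means highest replicate inhibition at or above 60% at 9 µM, even if other replicates fall short; inactive means all replicates below 60% inhibition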;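 further: 0% = neutral control wells and 100% = 4 µM acridine orange control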
Cardiac RTF inh = cardiac RTF calcium desensitization; P19429+P45379; IANBD-labeled cardiac RTF, Ca2+ fluorescence; inhibition, % at 7.15 µM; 340,000 tested, 0.12% active; AID 493244;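 active means inhibition above the mean inhibition of all tested compounds plus 3 SD, cut at about 17% in these data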;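 further: assay run at fixed EC70 calcium of 1.6 mM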
PvdQ acylase = blocks Pseudomonas aeruginosa PvdQ acylase activity; AID 488965; inhibition, % at 10 µM; purified PvdQ acylase, fluorescence plate reader; 340,000 tested, 0.063% active; in the data active means inhibition above about 30%, passing the limit was not always enough;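 further: 0% = vehicle neutral wells and 100% = reference inhibitor wells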
CDK5 inh = CDK5/p35 (human) kinase inhibition | inhibition, % at 10 µM | Q00535+Q15078 | 330,000 tested, 0.01% active | Recombinant CDK5/p35, ADP-Glo luminescence, 60 min;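 active means highest replicate inhibition of at least 50% and at least 75% of replicates reaching 50%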;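 further: plate controls were DMSO neutral control for no effect and GW8510 at 10 µM for full effect; many of its hits are not listed in these tables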
NSD2 inh = NSD2 (human) methyltransferase inhibition; 310,000 tested, 0.54% active; O96028; AID 743445; NSD2 peptide methylation, AlphaScreen, 120 min; inhibition, % at 12.5 µM; in the data active means inhibition above about 50%
PfHsp90 set2 = reduces growth (ATP signal) of yeast expressing P. falciparum Hsp90. S. cerevisiae expressing PfHsp90, BacTiter-Glo ATP, 48 h; yeast lacking PDR1 and PDR3 efflux regulators. inhibition, % at 9.4 µM. 310,000 tested, 0.32% active. AID 504621;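 active means every replicate shows inhibition above about 80%, whatever the replicate mean, limit read from the data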;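 further: 0% = DMSO neutral controls and 100% = 20 µM radicicol positive controls; yeast relying on Plasmodium falciparum Hsp90 in place of its own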
cardiac RTF act = increases calcium sensitivity of human cardiac regulated thin filaments; P19429+P45379; IANBD-labeled TnC RTF fluorescence at EC20 calcium; 0% EC20 calcium, 100% full calcium; activation, % at 7.2 µM; 340,000 tested, 0.24% active;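 active means activation above the mean over all tested compounds plus 3 SD, cut at about 30% in these data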;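 further: rise in fluorescence read as greater calcium sensitivity of cardiac thin filaments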
SUMO Mot1 rescue = SUMOylation pathway inhibition by Mot1-301 growth rescue; S. cerevisiae Mot1-301 growth rescue, ATP luminescence, 38.5C; percent above DMSO median, 100 means doubled; growth rescue, % at 18.8 µM; 320,000 tested, 1% active;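 active means every valid replicate shows activation above 250% relative to neutral control wells; inactive means the rest, any valid replicate at or below 250%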;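 further: OY570 slx delta 5 strain wells were the positive control but not used for scaling; some compounds called inactive have numbers as strong as hits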
Rtt109 Vps75 = inhibitors of Candida albicans Rtt109/Vps75 histone acetyltransferase. Q5AAJ8. purified Rtt109/Vps75, ThioGlo CoA-SH fluorescence, 4 h. inhibition, % at 34.9 µM. 330,000 tested, 0.16% active;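 active means inhibition of at least 50% in every replicate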
Target sequence (Q5AAJ8 whole entry, looked up): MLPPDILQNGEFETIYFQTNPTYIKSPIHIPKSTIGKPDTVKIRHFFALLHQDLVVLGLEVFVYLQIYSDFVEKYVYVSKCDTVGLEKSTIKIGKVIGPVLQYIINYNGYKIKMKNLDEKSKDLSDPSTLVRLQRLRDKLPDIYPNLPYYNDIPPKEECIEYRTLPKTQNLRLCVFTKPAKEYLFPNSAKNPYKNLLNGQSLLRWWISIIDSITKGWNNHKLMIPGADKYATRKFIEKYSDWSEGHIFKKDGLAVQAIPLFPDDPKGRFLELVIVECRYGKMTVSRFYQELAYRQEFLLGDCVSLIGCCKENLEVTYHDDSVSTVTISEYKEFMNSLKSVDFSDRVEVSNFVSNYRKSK
Starred values were filed as active, the others as inactive; nt = no result given.

no.	SMILES	Keap1-Nrf2 PPI	PfHsp90 set2	PvdQ acylase	Cardiac RTF inh	cardiac RTF act	C-LANA FP	NSD2 inh	Rtt109 Vps75	dFosB act	CDK5 inh	SUMO Mot1 rescue
1	CN(C)c1ccc(C(=O)Nc2ccc(CN3CCS(=O)(=O)CC3)cc2)cc1	-6	21	-10	0	0	0.3	2	-1	-6	-1.2	286
2	Cc1ccccc1OCCCn1c(CO)nc2ccccc21	-5	-44	-16	-20	2	1.9	nt	-4	-10	-2.4	5
3	Cc1cccc(NC(=S)NNC(=O)c2ccccc2OC(F)F)c1	3	9	-1	-2	-1	-1.5	5	2	-1	0.0	-3
4	CCC1CCCCN1S(=O)(=O)c1ccc(S(=O)(=O)N(Cc2ccccn2)CC2CCCO2)cc1 (centres undefined)	-3	-3	-1	-1	11	-0.5	-1	5	-2	-1.5	6
5	CC(C)(C(=O)c1ccccc1)/[N+]([O-])=C/c1ccccc1F	-1	6	-14	-6	-2	1.1	-1	-8	1	0.5	-13
6	COc1ccc(CCNC(=O)c2ccncc2)cc1OC	0	13	-10	-6	1	-1.2	1	5	-3	-1.7	340
7	O=C(NC(=O)c1cccc(Cl)c1)OC[C@@H]1CCCN2CCCCC12 (some centres undefined)	7	-33	2	-7	0	0.0	nt	16	0	0.3	-16
8	CCc1nnc(NC(=O)C2COc3ccccc3O2)s1 (centres undefined)	3	18	-5	-1	0	-0.3	14	-3	6	-1.5	14
9	Cc1noc(C)c1COC(=O)COc1ccc(C#N)cc1	1	-2	18	-5	1	1.5	-3	-5	4	-1.1	5
10	Cn1c(SCC(=O)N2CC(=O)Nc3ccccc32)nc2ccccc2c1=O	-3	0	-10	-6	1	-0.3	-3	1	-13	-0.9	-2
11	COc1ccc(C(CNC(=O)c2oc3ccc(Br)cc3c2C)N2CCCCC2)cc1 (centres undefined)	0	-4	-11	-5	0	-1.9	-1	-9	5	-0.4	-17
12	CCCCSc1nc2c([nH]1)c(=S)n(C)c(=O)n2C	-1	-51	13	-2	-6	0.4	-2	5	1	-0.4	nt
13	COc1ccc(NS(=O)(=O)c2cc([N+](=O)[O-])ccc2N/N=C/c2c(C)[nH]c3ccccc23)cc1	-5	-6	-15	-11	2	-0.9	-1	-4	-3	-2.0	nt
14	CCN1C(=O)C(=O)N(CC(=O)N(C)CC(=O)Nc2ccccc2C(F)(F)F)C1=O	-6	0	-17	-6	0	-6.5	-2	0	6	-0.6	66
15	Cc1ccn(-c2n[nH]c(C)c2[N+](=O)[O-])n1	1	-56	-5	-2	-1	-2.0	0	-6	7	2.3	-13
16	CCOC(=O)C1(CCCc2ccccc2)CCN(C(=O)CN2C(=O)CSC2=O)CC1	-5	-5	-16	16	-4	1.7	0	6	-6	0.5	-21
17	CCCOc1ccc(-c2c(C(=O)N/N=C(\C)c3ccncc3)nnn2-c2nonc2N)cc1	0	2	4	-1	-1	1.3	0	9	-6	2.8	35
18	N#Cc1cc(C#N)c(SCC(=O)NCC2CCCO2)nc1N (centres undefined)	3	19	-4	-6	-5	1.7	-4	8	3	-0.1	-5
19	CCN1C(=O)C(CC(=O)Nc2c(C)cccc2C)Nc2cc(S(=O)(=O)N(C)C)ccc21 (centres undefined)	-1	10	-2	2	-5	0.3	-2	-1	-8	0.4	-15
20	COC(=O)c1cccc(NC(=O)c2ccc(S(=O)(=O)N3CCN(C)CC3)cc2)c1	-1	18	-8	0	1	1.3	2	-3	-15	-3.7	-7
21	COc1ccccc1/C=C/C=N/N1CCN(Cc2ccccc2)CC1	-4	4	8	4	-1	-2.4	6	4	-1	1.3	14
22	O=C(NCc1cn2ccccc2n1)c1ccco1	-3	-5	-8	-9	4	1.6	nt	4	2	-1.0	8
23	COc1cc(/C=C(/C#N)c2nc3ccccc3[nH]2)ccc1OCc1ccc(C(=O)O)o1	-3	-2	-4	-9	4	-1.8	nt	6	-31	0.3	-8
24	O=C(CSc1nnc2ccccn12)c1ccc2c(c1)OCCO2	-5	-3	-5	4	0	0.7	0	-2	7	0.1	1
25	Cc1ccc(NC(=O)N2CCC(c3nc4c(nnn4Cc4cccc(Cl)c4)c(=O)[nH]3)CC2)cc1	-3	-16	-16	-4	2	1.6	-4	8	-13	1.0	-7
26	CC(C)C(NS(=O)(=O)c1cccc2nsnc12)C(=O)N1CCn2c1nc1ccccc12 (centres undefined)	0	-6	-14	1	2	-0.8	nt	0	-5	-0.2	-8
27	Cc1ccc(C2=CSC3=NNC4(CCCCC4)NN23)cc1	-5	-4	-5	0	-4	-1.0	9	0	-19	-0.1	nt
28	O=C(Oc1ccc(NC(=O)c2cc3c(cc2Br)OCO3)cc1)c1ccccc1	-3	-5	12	-5	0	1.3	nt	-3	-1	0.6	4
29	O=C(COC(=O)c1cccc(O)c1)c1ccccc1	-1	-16	-4	-19	0	0.1	0	-8	-11	1.0	-18
30	O=C(CC1Sc2ccccc2NC1=O)NNC(=O)Nc1ccc(Cl)cc1 (centres undefined)	-4	2	1	1	-3	-7.0	-1	-1	2	0.4	-6
31	O=C(NNC(=O)c1ccccc1O)c1cc2ccccc2o1	2	-10	-12	-10	-6	0.4	1	-4	-10	-1.5	255
32	COC(=O)CC1=C(C(=O)OC)C(c2cccc(OCC(N)=O)c2)C(C#N)=C(N)O1 (centres undefined)	4	-4	-19	-12	1	3.6	0	5	-1	1.0	-8
33	NS(=O)(=O)c1ccc(NC(=S)N2CCN(c3ccccc3)CC2)cc1	-3	4	5	-4	11	-1.0	-1	1	0	-1.1	10
34	Cn1cc(SCC(=O)Nc2nc3ccccc3s2)c2ccccc21	3	-14	8	6	-15	-2.8	0	-6	3	-0.3	37
35	CC1CCC(=NNC(=O)Cc2ccccc2)CC1 (centres undefined)	0	15	-10	2	-3	-0.8	nt	-5	-7	-2.1	-23
36	O=C(NCc1ccco1)c1cc2sccc2n1Cc1ccc(F)cc1	-4	nt	-15	-12	-9	-0.3	3	4	-6	-0.9	-16
37	COC(C[C@@H]1O[C@@H]1C(=O)COCc1ccccc1)OC	-1	nt	15	-5	0	1.5	nt	1	-2	-0.2	nt
38	Cc1ccc(Nc2nc3ccccc3o2)cc1F	-2	7	-13	-9	-3	-0.1	-1	1	-11	1.8	-5
39	C=CCN1C(=O)CN=C1NCc1ccccc1	-6	13	-13	-6	8	0.9	0	-7	0	-2.5	19
40	Cc1cc(OCC(=O)NC(C)(C)C)ccc1Cl	-1	-10	-7	0	3	-0.7	-2	-1	0	-1.8	-3
41	COc1ccccc1N1CCN(C(=O)c2sc3nc(-c4ccc(F)cc4)cn3c2C)CC1	1	-38	-5	-2	2	0.0	nt	9	-10	-0.6	1
42	C/C(=N\NC(=O)COc1cccc(Cl)c1)c1ccc2c(c1)OCCO2	-5	9	-11	1	0	0.6	-1	-24	-17	-1.2	245
43	Cc1c(C)c2c(OCC(=O)N3CCC(C(=O)NCC(C)C)CC3)cc3c(c2oc1=O)CCC(C)(C)O3	-5	8	0	-8	1	1.5	-3	-1	-9	0.0	-6
44	O=C(Nn1c(SCc2ccc([N+](=O)[O-])cc2)nc2ccccc2c1=O)c1ccc(F)cc1	-5	14	-10	-12	12	0.7	17	6	-12	-0.9	68
45	Cc1ccc(CNC(=O)CCS(=O)(=O)Cc2ccc(C)cc2)cc1	-3	1	-5	11	1	-1.0	-3	0	-10	-0.4	0
46	CCN(c1ccc(C)c(C)c1)S(=O)(=O)c1ccc2c(c1)CCN2C(=O)CCC(=O)O	-1	6	-13	-10	-8	-1.2	1	-4	-6	-1.5	7
47	Cc1ccc2[nH]cc(CCNC(=O)Nc3ccccc3)c2c1	-7	nt	-11	4	1	-0.1	8	0	-11	-0.5	-6
48	O=C(c1cc2cc(Br)ccc2o1)N1CCCC1	1	17	-5	2	5	0.3	1	3	-6	-1.1	-9
49	CCCNC(=O)c1c(O)c2cccc3c2n(c1=O)CCC3	-6	15	18	-8	-4	-0.7	-2	17	-5	-15	10
50	CCCn1c(NC(=O)c2ccccc2)nc2ccccc21	-6	7	-9	-2	-5	1.0	-1	-4	-4	0.1	-10
51	O=C(N/N=C/c1ccccn1)c1cc([N+](=O)[O-])cc([N+](=O)[O-])c1	-4	10	-10	-5	1	-0.4	-2	7	-11	-0.1	11
52	CCN(CC(=O)Nc1c(F)cccc1F)C(=O)c1cccc(S(=O)(=O)N2CCCCCC2)c1	-2	16	-12	-1	-4	-1.7	-3	-5	-2	0.0	-10

An excerpt of these results, in transposed form.
(50) CCCn1c(NC(=O)c2ccccc2)nc2ccccc21
(51) O=C(N/N=C/c1ccccn1)c1cc([N+](=O)[O-])cc([N+](=O)[O-])c1
(52) CCN(CC(=O)Nc1c(F)cccc1F)C(=O)c1cccc(S(=O)(=O)N2CCCCCC2)c1
Screen / compound no.	50	51	52
Keap1-Nrf2 PPI	-6	-4	-2
PfHsp90 set2	7	10	16
PvdQ acylase	-9	-10	-12
Cardiac RTF inh	-2	-5	-1
cardiac RTF act	-5	1	-4
C-LANA FP	1.0	-0.4	-1.7
NSD2 inh	-1	-2	-3
Rtt109 Vps75	-4	7	-5
dFosB act	-4	-11	-2
CDK5 inh	0.1	-0.1	0.0
SUMO Mot1 rescue	-10	11	-10

High-throughput results deposited in PubChem BioAssay by several laboratories.
